ANO1 block: mouse TMEM16A channel inhibition, primary screen; HEK293 TMEM16A/YFP iodide influx fluorescence, ionomycin; normalized B-score (activity score, 25-100; higher = stronger inhibition) at 10 µM; hit rate 1.2% among 310,000; AID 588511;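 active = ratio plate-corrected score three or more library SD toward inhibition, starting fluorescence score within five deviations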;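 also: score derived from kinetic fluorescence span divided by baseline fluorescence per well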
KCNK9 block: human KCNK9 channel inhibition; Q9NPC2; HEK293 KCNK9, FluxOR thallium flux fluorescence; stronger effect = lower value; B-score at 10 µM; hit rate 1.2% among 310,000; AID 488922;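 active = ratio B-score over 3 SD below the library mean, with starting fluorescence within 5 SD of its mean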;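 also: negative B-score means less thallium flux so channel inhibition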
RGS4 act: RGS4 potentiation or activation; HEK293 M3R/inducible RGS4, carbachol calcium flux Fluo4; stronger effect = lower value; AID 463111; hit rate 0.92% among 310,000; B-score at 10 µM;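 active = B-score of the integrated calcium signal more than 4 SD below the library mean, with starting fluorescence not abnormally high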;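 also: negative B-score means reduced calcium response which marks RGS4 activation or potentiation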
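test system = HEK293 cells with stable M3R and inducible RGS4 | schedule = recording 10 s baseline at 1 Hz, 100 s post-agonist | technique = Fluo4-AM (2 µM) calcium-flux fluorescence, kinetic read | measure = Agonist-evoked peak-minus-minimum fluorescence over baseline, integrated ratio, B score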
ANO1 activ: mouse TMEM16A channel activation, primary screen; HEK293 TMEM16A/YFP-H148Q/I152L, iodide quench fluorescence; stronger effect = lower value; hit rate 0.3% among 340,000; Q8BHY3; B-score at 10 µM;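 active = fluorescence-ratio B-score plate-corrected deviation score at least 3 library SD below zero, with starting fluorescence score within 5 deviations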;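 also: channel opened by trigger with iodide after compound preincubation; score built on the fluorescence ratio of max minus min over baseline; more negative score means more quench and so TMEM16A activation or potentiation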
MrgX1 allo act: allosterically activates human MrgX1 receptor signaling | Q96LB2 | MrgX1-HEK293, Fluo-4 calcium flux, FDSS; stronger effect = higher value | B-score at 10 µM | hit rate 0.63% among 310,000 | AID 588675;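 active = plate-corrected calcium response at least 3 library SD above typical, normal starting fluorescence, not activating the receptor alone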;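 also: compound read alongside a low EC10 to EC30 dose of BAM8-22 agonist; peak minus trough fluorescence over baseline measured at the second addition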
MrgX1 agonist: human MrgX1 receptor agonism, primary screen; B-score at 10 µM; AID 588627; MrgX1-HEK293 cells, Fluo-4 calcium fluorescence, agonist mode; stronger effect = higher value; Q96LB2; hit rate 0.44% among 310,000;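 active = calcium response B-score plate-corrected fluorescence ratio at least 3 library SD, with starting fluorescence B-score inside 5 SD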
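Material: MrgX1-expressing HEK293 cells; input: 15,000 cells per well; doses: test compound given as first of three sequential additions; schedule: overnight plating before 1 h dye loading; technique: Fluo-4 NW calcium-flux fluorescence, kinetic read; evaluation: baseline-normalised fluorescence change ratio, B-scored; control set: plate-wise positive and negative controls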
KCNK3 inh: human KCNK3 channel inhibition, primary screen | O14649 | CHO-KCNK3 thallium flux, FluxOR fluorescence; stronger effect = lower value | B-score at 10 µM | hit rate 0.84% among 340,000 | AID 602410;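 active = B-score under library mean minus 4 SD, starting fluorescence ratio at most library mean plus 5 SD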;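 also: more negative B-score means stronger inhibition of thallium flux through KCNK3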
Target sequence (O14649 whole entry, looked up): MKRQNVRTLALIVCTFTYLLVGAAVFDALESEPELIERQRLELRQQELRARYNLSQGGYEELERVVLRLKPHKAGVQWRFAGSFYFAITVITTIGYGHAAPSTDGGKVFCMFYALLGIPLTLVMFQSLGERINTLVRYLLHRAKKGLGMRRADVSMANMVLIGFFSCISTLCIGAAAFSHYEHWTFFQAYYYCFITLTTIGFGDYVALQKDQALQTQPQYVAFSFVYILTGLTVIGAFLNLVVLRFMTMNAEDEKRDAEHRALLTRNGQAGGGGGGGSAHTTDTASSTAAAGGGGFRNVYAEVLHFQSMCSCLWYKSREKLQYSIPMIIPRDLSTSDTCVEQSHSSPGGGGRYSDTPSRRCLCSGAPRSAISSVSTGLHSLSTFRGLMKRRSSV
RGS4 inh: human RGS4 inhibition | HEK293 M3R/RGS4 inducible, Fluo-4 calcium flux; stronger effect = higher value; triggered by carbachol at its EC20 | B-score at 10 µM | hit rate 0.45% among 310,000 | AID 463165;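 active = B-score, a plate-corrected calcium signal, over three deviations above library mean, with baseline fluorescence within five deviations of library mean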;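 also: RGS4 expression induced by doxycycline in cells with stable M3 receptor; B-score is computed from the integrated fluorescence ratio over baseline after carbachol; higher B-score means a larger calcium signal and so more RGS4 inhibition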
KCNQ1 inh: inhibitors of human KCNQ1 potassium channel | hit rate 1.3% among 310,000 | CHO-K1 KCNQ1, FluxOR thallium flux fluorescence; stronger effect = higher value | AID 2642 | P51787 | B-score at 10 µM;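 active = compounds whose thallium flux B-score, printed positive for inhibition, exceeds three library SD while starting fluorescence stays within three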;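 also: channel opened by potassium depolarization with thallium stimulus after 20 min compound exposure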
Target sequence (P51787 whole entry, looked up): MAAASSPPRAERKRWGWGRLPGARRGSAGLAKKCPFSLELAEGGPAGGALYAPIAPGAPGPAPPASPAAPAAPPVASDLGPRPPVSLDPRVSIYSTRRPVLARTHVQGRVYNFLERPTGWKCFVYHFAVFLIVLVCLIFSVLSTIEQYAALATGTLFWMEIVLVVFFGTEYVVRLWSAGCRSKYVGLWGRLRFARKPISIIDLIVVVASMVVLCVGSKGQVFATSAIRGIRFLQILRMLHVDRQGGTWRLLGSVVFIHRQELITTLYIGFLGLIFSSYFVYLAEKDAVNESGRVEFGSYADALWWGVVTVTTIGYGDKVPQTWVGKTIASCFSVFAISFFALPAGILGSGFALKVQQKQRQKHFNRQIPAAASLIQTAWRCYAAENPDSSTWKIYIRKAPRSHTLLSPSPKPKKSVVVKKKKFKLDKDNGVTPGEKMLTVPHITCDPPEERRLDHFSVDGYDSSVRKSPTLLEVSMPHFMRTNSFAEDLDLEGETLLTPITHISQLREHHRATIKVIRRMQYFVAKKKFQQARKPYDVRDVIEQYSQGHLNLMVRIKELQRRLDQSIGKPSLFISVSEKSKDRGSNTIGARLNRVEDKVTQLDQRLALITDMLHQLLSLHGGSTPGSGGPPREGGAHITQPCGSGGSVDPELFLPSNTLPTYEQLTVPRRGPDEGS
hERG protect: hERG (human) protection from proarrhythmic block | Q12809 | CHO-hERG, FluxOR thallium flux, dofetilide IC70 present | activation (rescue from dofetilide block), less the hit threshold, % at 10 µM | hit rate 0.51% among 310,000 | AID 1511;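 active = activation above the mean of controls blocked by dofetilide plus 5 SD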;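 also: thallium influx through hERG after potassium depolarization seen as dye fluorescence rise; in these data hits start at about 4.7%; inactives centre near -7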
KCNQ1 pot: human KCNQ1 channel potentiation or activation. P51787. CHO-K1 KCNQ1, thallium flux FluxOR fluorescence; stronger effect = higher value. B-score at 10 µM. hit rate 0.35% among 310,000. AID 2648;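 active = fluorescence ratio B-score, a plate-corrected score, at least three library SD, with initial intensity B-score within 5 SD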
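Assay system: stable KCNQ1 CHO-K1 line; medium: assay buffer, equal DMSO in all wells; timing: 90 min dye loading and 20 min compound exposure, both at room temperature; technique: kinetic FluxOR thallium fluorescence, 10-s 1-Hz baseline, 110-s post-stimulus read; read-out basis: B score of baseline-normalized fluorescence ratio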
* = called active by the depositor; i = inactive; / = no result given.

SMILES	ANO1 block	KCNK9 block	RGS4 act	ANO1 activ	MrgX1 allo act	MrgX1 agonist	KCNK3 inh	RGS4 inh	KCNQ1 inh	hERG protect	KCNQ1 pot
COc1ccc(Nc2cc(C(=O)NCc3ccco3)c3ccccc3n2)c(OC)c1	i	i	i	i	i	i	i	i	i	-9	i
Cc1ccccc1C(=O)NN1CCOCC1	i	i	i	i	i	i	i	i	i	-5	i
CN(C)C(=S)NC(=O)C12CC3(C)CC(C)(CC(C)(C3)C1)C2	i	i	i	i	i	i	i	i	i	-3	i
Cc1ccc(-n2nc(CC#N)c(C#N)c2N)cc1Cl	i	i	i	i	i	i	i	i	i	-8	i
Cc1cc(C)c(S(=O)(=O)c2ccccc2C)c(OCCN(C)C)n1	i	i	i	i	i	i	i	i	i	-6	i
Cc1cccn2c(=O)c(C(=O)NC3CCCCC3C)c(O)nc12 (configuration not stated)	i	i	i	i	i	i	i	i	i	-9	i
O=S(=O)(c1ccc(Oc2ccc(Cl)cc2)nc1)N1CCOCC1	i	i	i	i	i	i	i	i	i	-8	i
COc1ccccc1CNC(=S)Nc1cc(C)ccc1C	i	i	i	i	i	i	i	i	i	-9	i
CN(C1CCS(=O)(=O)C1)S(=O)C12CC3CC(CC(C3)C1)C2 (configuration not stated)	i	i	i	i	i	i	i	i	i	-5	i
C=CCNC(=O)c1onc(CSc2ccncc2)c1C(=O)NCC=C	i	i	i	i	i	i	i	i	i	-4	i
COc1ccc(C(=O)NCC(C)NC(=O)c2ccc(OC)c(Br)c2)cc1Br (configuration not stated)	i	i	i	i	i	i	i	i	i	-7	i
O=C(NC12CC3CC(CC(C3)C1)C2)C1CC(=O)N(c2ccc(Br)cc2)C1 (configuration not stated)	i	i	i	i	i	i	i	i	i	1	i
Cc1ccc(C)c(CSC2=NCCN2S(=O)(=O)c2ccccc2)c1	i	-7.9*	i	i	i	i	-11*	i	i	-11	i
O=C(c1ccc(Cl)c(Cl)c1)N1CCN(Cc2ccc3c(c2)OCO3)CC1	i	i	i	i	i	i	i	i	i	-8	i
O=C(Cc1ccc(F)cc1)NCC1CCCO1 (configuration not stated)	i	i	i	i	i	i	i	i	i	-6	i
CCN(CC)CCN(Cc1cc2cc3c(cc2[nH]c1=O)OCCO3)C(=O)NC1CCCCC1	i	i	i	i	i	i	i	i	i	-3	i
O=C(CN1C(=O)NC(Cc2ccccc2)C1=O)Nc1ccc(F)cc1 (configuration not stated)	i	i	i	i	i	i	i	i	i	-17	i
Cn1nnnc1Sc1ncnc2scc(-c3ccc(F)cc3)c12	i	i	i	i	i	i	i	i	i	-6	i
CC(C)(O)C#Cc1ccc(C(=O)NCCc2ccc(S(N)(=O)=O)cc2)cc1	i	i	i	i	i	i	i	i	i	-11	i
Cc1ccccc1NC(=O)C1CCCN(C(=O)Nc2ccc(F)cc2)C1 (configuration not stated)	i	i	i	i	i	i	i	i	i	0	i
COc1cc2[nH]c(=S)n(CCN3CCOCC3)c(=O)c2cc1OC	i	i	i	i	i	i	i	i	i	2	i
Cc1ccc(CNC(=O)CN(C)S(=O)(=O)c2cnc[nH]2)cc1	i	i	i	i	i	i	i	i	i	-2	i
O=S(=O)(Nc1ccccc1Br)c1cccs1	i	i	i	i	i	i	i	i	i	-12	i
CN1CCN(c2ccccc2NC(=O)c2c(F)cccc2F)CC1	i	i	i	i	i	i	i	i	i	-6	i
O=C(Nc1ccccc1C(=O)NCCN1CCOCC1)c1cccc([N+](=O)[O-])c1	i	i	i	i	i	i	i	i	i	-12	i
COc1ccc(C(C(=O)NC2CCCC2)N(Cc2cccnc2)C(=O)Cc2cccs2)cc1OC (configuration not stated)	i	i	i	i	i	i	i	i	i	-6	i
O=C(Nc1ccc(Oc2ccccc2)cc1)C1CCN(c2ncccn2)CC1	i	i	i	i	i	i	i	i	i	-16	i
CCCCc1nnc(NC(=O)CCS(=O)(=O)Cc2ccccc2)s1	i	i	i	i	i	i	i	i	i	-7	i
CCOC(=O)CSc1nc(C)cc(Oc2ccc(=O)n(C)n2)n1	i	i	i	i	i	i	i	i	i	1	i
CCCC(C)C(=O)NCc1ccccc1OC (configuration not stated)	i	i	i	i	i	i	i	i	i	-9	i
Nc1nc2ccccc2n1/N=C/c1ccc(-c2ccccc2)o1	i	i	i	i	i	i	i	i	i	-11	i
CCSC1=N/C(=C\c2ccc3c(c2)OCO3)C(=O)S1	i	i	i	i	i	i	i	i	i	-3	i
O=C1N=C(N2CCCC2)S/C1=C\c1cn[nH]c1-c1ccccc1	i	i	i	/	i	i	/	i	i	-9	i
CC(=O)NCCc1cc2ccc(C)c(C)c2[nH]c1=O	i	i	i	i	i	i	i	i	i	1	i
Cc1ccc(S(=O)(=O)N2CCOCC2)cc1NC(=O)CSc1nc2ccccc2c(=O)n1Cc1ccccc1	i	i	i	i	i	i	i	i	i	-1	i
COc1ccc(NC(=S)NC(=O)c2ccccc2)cn1	/	i	i	i	/	/	i	i	i	-6	i
Cc1oncc1-c1cn2ccccc2n1	i	i	i	/	i	i	i	i	i	-1	i
CC1(C)Cc2nc3oc4c(N5CCOCC5)ncnc4c3cc2CO1	i	i	i	i	i	i	i	i	i	-11	i
O=C(O)C1=C[C@@H](c2csc3ccccc23)C[C@@H](OCCCCO)O1	i	i	i	i	i	i	i	i	i	-2	i
NC(=S)N=Nc1c(O)[nH]c2c(Br)cc(Br)cc12	i	i	i	i	i	i	i	i	i	-2	i
CCN(CC)c1ccc(/C=N/NC(=O)c2nnn(-c3nonc3N)c2C(C)C)c(O)c1	i	i	i	i	i	i	i	i	7*	-18	i
O=C(Nc1ccccc1Oc1cccnc1)C1CCCN(Cc2ccccc2O)C1 (configuration not stated)	i	i	i	i	i	i	i	i	i	-6	i
Cc1ccc(S(=O)(=O)NC(C)CCc2ccccc2)cc1 (configuration not stated)	i	i	i	i	i	i	i	i	i	-12	i
O=C(CN(C(=O)c1csnn1)c1ccc2c(c1)OCCO2)NCc1ccccc1	i	i	i	i	i	i	i	i	i	-2	i
Cc1ccc(/C=C/c2ccc3cccc(O)c3n2)s1	i	i	i	i	i	i	i	i	i	-11	i
CC1(c2nnc(Cc3ccccc3)o2)CC(c2ccc(C#N)cc2)=NO1 (configuration not stated)	i	i	i	i	i	i	i	i	i	-3	i
N#C/C(=C\c1ccc(OCc2ccc(F)cc2)cc1)C(=O)Nc1cccc(C(=O)O)c1	i	i	i	i	i	i	i	i	i	-10	i
CC1CCC(NC(=O)CCS(=O)(=O)c2ccc3c(c2)CC(C)N3C(=O)C2CC2)CC1 (configuration not stated)	i	i	i	i	i	i	i	i	i	-8	i
Cc1nnc(SCCn2c(N3CCN(C)CC3)nc3c2c(=O)[nH]c(=O)n3C)s1	i	i	i	i	i	i	i	i	i	-13	i
O=C(Cn1cnc(S(=O)(=O)N2CCCC2)c1)Nc1ccc(OC(F)(F)F)cc1	i	i	i	i	i	i	i	i	i	-3	i

The closing two records of the section above come first, to join the parts.
SMILES	ANO1 block	KCNK9 block	RGS4 act	ANO1 activ	MrgX1 allo act	MrgX1 agonist	KCNK3 inh	RGS4 inh	KCNQ1 inh	hERG protect	KCNQ1 pot
Cc1nnc(SCCn2c(N3CCN(C)CC3)nc3c2c(=O)[nH]c(=O)n3C)s1	i	i	i	i	i	i	i	i	i	-13	i
O=C(Cn1cnc(S(=O)(=O)N2CCCC2)c1)Nc1ccc(OC(F)(F)F)cc1	i	i	i	i	i	i	i	i	i	-3	i
CCCn1c(SCC(=O)Nc2ccc(C(=O)Nc3ccccc3OC)cc2)n[nH]c1=O	i	i	i	i	i	i	i	i	i	-8	i
CCOc1ccc(NC(=O)N(CCCN2CCOCC2)Cc2cccnc2)cc1	i	i	i	i	i	i	i	i	i	-11	i
CCc1cccc(C)c1NC(=S)N(CCN(C)C)C(C)c1cccnc1 (configuration not stated)	i	i	i	i	i	i	i	i	i	-6	i
Cc1ccc(NCC(O)C(O)C(O)CO)cc1C (configuration not stated)	i	i	i	i	i	i	i	i	i	-3	i
Cc1ccc(S(=O)(=O)N(C)C)cc1NC(=O)C1CCC1	i	i	i	i	i	i	i	i	i	-5	i
COc1ccc(Oc2nccc(-c3ccccc3)c2C#N)cc1	i	i	i	i	i	i	i	i	i	-8	i
Cc1cc(C)cc(NC(=O)COC(=O)CCCC2=NS(=O)(=O)c3ccccc3N2)c1	i	i	i	i	i	i	i	i	i	-16	i
O=C(Nc1ccnn1C1CCN(CCCc2ccccc2)CC1)c1cccc(F)c1	i	i	i	i	i	i	i	i	i	-7	i
CC(=O)OCCc1[nH]c2ccccc2c1C	i	i	i	i	i	i	i	i	i	-1	i
c1ccc(-c2cc3c(N4CCOCC4)ncnc3s2)cc1	i	i	i	i	i	i	i	i	i	-9	i
CCCCN(C(=O)COC(=O)CSc1ccc([N+](=O)[O-])cc1)c1c(N)n(CCC)c(=O)[nH]c1=O	i	i	i	i	i	i	i	i	i	-17	i
COc1cc(C(=O)NCCCNc2nc3cc(C)c(C)cc3cc2C#N)cc(OC)c1OC	i	i	i	i	i	i	i	i	i	-12	i
CCOC(=O)CN(C(=O)CSc1nnc2c(n1)[nH]c1ccc(OC)cc12)c1ccc(F)cc1	i	i	i	i	i	i	i	i	i	-13	i
CCOC(=O)c1cnc2c(C)c(-c3ccccc3)[nH]n2c1=O	i	i	i	i	i	i	i	i	i	-10	i
CC(C)c1ccc(CCNC(=O)c2cccc(S(=O)(=O)N3CCN(C)CC3)c2)cc1	i	i	i	i	i	i	i	i	i	-15	i
CC(C)NC(=S)N1CCC(Cc2ccccc2)CC1	i	i	i	i	i	i	i	i	i	-13	i
CS(=O)(=O)c1ccc2nc(NC(=O)CC3CCCC3)sc2c1	i	i	i	i	i	i	i	i	i	-6	i
COc1ccc(S(=O)(=O)NC(C(C)C)C(C)C)cc1OC	i	i	i	i	i	i	i	i	i	-2	i
O=S(=O)(Nc1nnc(C(F)(F)F)s1)c1ccc(Cl)cc1	i	i	i	i	i	i	i	i	i	-8	i
